Screening results deposited in PubChem BioAssay by several laboratories.
NPR2 activator: GC-B (human) receptor activation. HEK293-GC-B cells, CNP EC30, cGMP TR-FRET; 0% at EC30 CNP, 100% saturating CNP. activation, % at 10 µM. hit rate 0.11% among 370,000;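 active means activation at 10 µM reaching about 35% in either raw or pattern-adjusted values, limit read from the data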
NR1D1 modulator: modulates human Rev-erb alpha binding to DNA. P20393. Rev-erbα–FITC-DNA binding, fluorescence polarization, 90 min. activity, % at 10 µM. hit rate 0.79% among 370,000;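 active means activity above about 14%, limit read from the data; passing the limit was not always enough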;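 further: 0% = DMSO wells with 35 nM protein and 100% = DMSO wells with 750 nM protein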
NPR1 activator: GC-A (human) enzyme activation; hit rate 0.14% among 370,000; P16066; AID 1671463; HEK293 GC-A cells, cGMP TR-FRET, EC30 ANP; 0% at EC30 ANP, 100% saturating ANP; activation, % at 10 µM; in the data active means activation above about 40%
ABHD4 inh: ABHD4 (mouse) inhibition, primary FP screen; purified mABHD4, FP-Rh probe fluorescence polarization; inhibition, % at 8.92 µM; hit rate 0.54% among 370,000; AID 720543;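 active means inhibition exceeding the mean over every tested compound plus 3 SD, cut at about 30% in these data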;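 further: 0% = plate median of compound wells and 100% = S159A mutant with DMSO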
Target sequence (Q8VD66 whole entry, looked up): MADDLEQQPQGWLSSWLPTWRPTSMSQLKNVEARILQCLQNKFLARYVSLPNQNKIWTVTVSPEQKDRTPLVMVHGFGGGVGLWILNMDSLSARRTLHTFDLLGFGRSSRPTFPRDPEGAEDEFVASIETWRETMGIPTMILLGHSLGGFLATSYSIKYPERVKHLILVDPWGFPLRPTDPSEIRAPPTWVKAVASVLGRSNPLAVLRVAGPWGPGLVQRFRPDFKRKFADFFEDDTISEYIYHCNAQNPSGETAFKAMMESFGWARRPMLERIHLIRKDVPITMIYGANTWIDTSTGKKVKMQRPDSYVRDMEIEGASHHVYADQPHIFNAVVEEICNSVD
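System: mouse ABHD4 enzyme, wild type / Medium: HEPES pH 7.0, NaCl, Pluronic buffer / Reagent: FP-Rh activity-based fluorescent probe / Control set: S159A mutant high control, sample median low control / Detection: fluorescence polarization with parallel and perpendicular emission, 525/598 nm / Schedule: 45 min + 60 min at 25 °C / Compound dosing: 8.92 µM, single dose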
PG9 binder: small molecules binding HIV-1 gp120 antibody PG9; inhibition, % at 6.7 µM; hit rate 0.43% among 360,000; TR-FRET gp120-PG9 antibody binding; in the data active means inhibition above about 8.5%
rCAG binder: molecules binding r(CAG) RNA repeats; r(CAG) RNA repeat, TO-PRO-1 dye displacement fluorescence; inhibition, % at 3 µM; hit rate 1.3% among 370,000;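 active means inhibition above the plate cutoff, the mean of all test compounds on that plate plus 3 SD, cut at about 35% in these data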;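 further: 0% = DMSO alone and 100% = 100 µM mitoxantrone as full dye displacement; higher means more dye released from RNA so lower well fluorescence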
SMARCA2 act: increases SMARCA2 function in MMTV reporter cells; MG213 cells, MMTV-luciferase reporter, dexamethasone, overnight; activation, % at 9.1 µM; hit rate 1% among 370,000; in the data active means activation above about 7.8%;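 further: 0% = vehicle wells and 100% = reference activator wells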
ASAP1 inh: ASAP1 ArfGAP inhibition; Q9ULH1; inhibition, % at 16.5 µM; hit rate 0.19% among 360,000; ASAP1-stimulated ARF1 GTP hydrolysis, GDP FP detection; in the data active means inhibition above about 25%;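 further: 0% = vehicle with enzyme and substrate and 100% = no enzyme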
HTRA1 inh: inhibitors of human serine peptidase HTRA1 | Q92743 | recombinant HTRA1, FP-rhodamine activity-based probe, fluorescence polarization | inhibition, % at 5.96 µM | hit rate 0.5% among 340,000; in the data active means inhibition above about 36%;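 further: 0% = enzyme with DMSO and 100% = wells lacking enzyme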
Target sequence (Q92743 whole entry, looked up): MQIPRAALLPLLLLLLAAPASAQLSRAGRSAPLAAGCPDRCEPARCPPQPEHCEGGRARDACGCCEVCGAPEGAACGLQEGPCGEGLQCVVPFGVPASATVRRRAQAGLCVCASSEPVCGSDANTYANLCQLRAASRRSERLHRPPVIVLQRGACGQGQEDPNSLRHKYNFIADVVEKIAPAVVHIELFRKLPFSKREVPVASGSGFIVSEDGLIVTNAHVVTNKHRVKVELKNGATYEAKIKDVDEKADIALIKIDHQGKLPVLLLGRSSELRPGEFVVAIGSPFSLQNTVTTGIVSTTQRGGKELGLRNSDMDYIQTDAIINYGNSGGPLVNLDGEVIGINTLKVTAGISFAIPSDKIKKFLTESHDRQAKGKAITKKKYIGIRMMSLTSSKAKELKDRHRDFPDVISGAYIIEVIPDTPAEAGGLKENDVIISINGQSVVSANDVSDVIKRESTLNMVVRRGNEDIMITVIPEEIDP
ARFGAP1 inh: rat ARFGAP1 inhibition | Q62848 | Arfgap1-stimulated ARF1 GTP hydrolysis, GDP FP detection | inhibition, % at 16.5 µM | hit rate 0.26% among 360,000;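 active means inhibition above a per-plate limit, mean inhibition of low control wells plus 3 SD, cut at about 25% in these data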;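 further: 0% = DMSO wells with enzyme and 100% = wells lacking Arfgap1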
Target sequence (Q62848 1-136 limits assumed): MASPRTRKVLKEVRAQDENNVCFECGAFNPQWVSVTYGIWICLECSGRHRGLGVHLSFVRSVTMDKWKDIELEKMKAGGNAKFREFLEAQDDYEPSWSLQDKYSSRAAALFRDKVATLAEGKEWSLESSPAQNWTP
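Material: truncated rat Arfgap1 GAP domain; Incubation: compound-enzyme preincubation 20 min, reaction 120 min, detection 60 min, 25 °C; Read-out: percent inhibition of Arfgap1-stimulated GTP hydrolysis; Technique: FP, GDP Alexa 633 tracer displaced from anti-GDP antibody, 620/688 nm; Controls: No-Arfgap1 wells (100%) versus DMSO full-reaction wells (0%); Replication: single well per compound.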
* hit, by the source's call; . = not tested or not shown.

SMILES | NPR2 activator | NR1D1 modulator | NPR1 activator | ABHD4 inh | PG9 binder | rCAG binder | SMARCA2 act | ASAP1 inh | HTRA1 inh | ARFGAP1 inh
CCOC(=O)N1CCN(C(=O)CSc2nnc(COc3ccccc3)o2)CC1 | -1.2 | -1.2 | 5.0 | 3.2 | -1.7 | 2.1 | -0.9 | -14.7 | -1.4 | -6.6
Cc1nc(Oc2cccc(Cl)c2)c2oc3ccccc3c2n1 | -3.1 | 1.1 | 14.8 | -8.3 | -0.4 | -5.3 | -2.1 | 3.7 | 4.3 | -3.4
COc1ccc(C(O)c2nc(-c3cc(F)cc(F)c3)cs2)cc1 (stereo unspecified) | -1.5 | 2.4 | 4.2 | -16.0 | 1.2 | 1.9 | -2.5 | 3.7 | . | 6.8
CCOc1cccc(-c2c(C(=O)N/N=C(\C)c3cccs3)nnn2-c2nonc2N)c1 | -1.9 | 0.3 | 2.1 | -9.7 | -0.2 | 2.7 | -3.0 | -1.5 | -24.3 | -4.9
Cc1ccc(NC(=O)Cc2cccc(OC(F)(F)F)c2)c(S(=O)(=O)N2CCOCC2)c1 | 6.5 | -1.2 | 4.4 | 3.8 | . | -0.9 | -2.3 | . | . | .
Cc1ccc(C(=O)NCC2(c3ccccc3)CCCC2)cc1 | -9.6 | 5.3 | 4.0 | -7.0 | 1.2 | 1.0 | -0.3 | -3.5 | -15.8 | 0.9
Cc1ccc(S(=O)(=O)N2CCCCC2)cc1C(=O)N1C(C)CCCC1C (stereo unspecified) | 0.4 | -2.6 | 2.1 | 12.9 | 0.4 | 3.0 | -3.1 | 3.4 | 0.3 | -0.9
CCN1CCN(c2nc3c(c(=O)[nH]c(=O)n3C)n2CCSc2nc3ccccc3s2)CC1 | -3.3 | 7.8 | -4.9 | 0.6 | -0.7 | -0.7 | -1.9 | -5.9 | 0.7 | -19.2
COCc1c(C(=O)N2CCc3ccccc32)oc2ccccc12 | -0.5 | 1.1 | -7.0 | -3.8 | -3.1 | -0.2 | 0.2 | 0.1 | -37.0 | 0.8
Clc1ccc(Nc2nc(-c3ccncc3)cs2)cc1 | -7.0 | -14.9 | -6.6 | 8.9 | 1.4 | 1.6 | 3.3 | 10.2 | -4.7 | 11.7
O=C1CN(C(=O)c2cccc([N+](=O)[O-])c2)CC(=O)N1 | 15.0 | -2.1 | -1.3 | 2.3 | 1.2 | -1.1 | -0.5 | -2.7 | 6.0 | 9.1
COc1ccccc1C(=O)Nc1nnc(S(=O)(=O)N2CCCCCC2)s1 | 1.3 | -8.7 | 1.2 | -3.1 | 1.6 | 0.6 | 5.4 | -3.7 | -2.6 | -1.5

2 successive compounds already listed, quoted:
SMILES | NPR2 activator | NR1D1 modulator | NPR1 activator | ABHD4 inh | PG9 binder | rCAG binder | SMARCA2 act | ASAP1 inh | HTRA1 inh | ARFGAP1 inh
COc1ccc(C(O)c2nc(-c3cc(F)cc(F)c3)cs2)cc1 (stereo unspecified) | -1.5 | 2.4 | 4.2 | -16.0 | 1.2 | 1.9 | -2.5 | 3.7 | . | 6.8
CCOc1cccc(-c2c(C(=O)N/N=C(\C)c3cccs3)nnn2-c2nonc2N)c1 | -1.9 | 0.3 | 2.1 | -9.7 | -0.2 | 2.7 | -3.0 | -1.5 | -24.3 | -4.9

New compounds follow:
SMILES | NPR2 activator | NR1D1 modulator | NPR1 activator | ABHD4 inh | PG9 binder | rCAG binder | SMARCA2 act | ASAP1 inh | HTRA1 inh | ARFGAP1 inh
CC(NC(=O)C(=O)NCc1cccs1)c1ccccc1 (stereo unspecified) | 4.5 | 7.9 | 1.4 | -4.0 | -1.0 | 0.4 | -1.7 | -5.6 | 4.2 | 13.2
COc1ccc(C(=O)c2c3ccc(OC)cc3[n+]([O-])n2Cc2ccc(C(N)=O)cc2)cc1 | 0.8 | 0.0 | -3.4 | -7.4 | -2.0 | -0.4 | 2.2 | -1.0 | -4.1 | 9.5
c1ccc(Cc2cc[n+](Cc3ccccn3)cc2)cc1 | 1.7 | 2.2 | -2.3 | -0.7 | -72.1 | -0.1 | -0.8 | -1.5 | -1.2 | 18.0
Cc1c(C)[n+](=O)c(-c2cccs2)c(C)n1[O-] | -0.8 | 1.1 | -4.1 | -2.2 | 2.2 | -5.2 | -2.3 | 1.9 | 3.5 | -2.1
CCc1nc2c(OCc3ccc(C#N)cc3)cccn2c1N(C)C(=O)c1cccs1 | 5.4 | 3.6 | -5.2 | 1.8 | -1.9 | 4.4 | -4.2 | 2.4 | . | 4.3
Cc1cc(-c2ccc(C)c(S(=O)(=O)Nc3ccc(S(N)(=O)=O)cc3)c2)on1 | 3.4 | -0.4 | -0.2 | -2.5 | -0.9 | 10.6 | -0.3 | 0.3 | 0.7 | -5.7
COc1ccc(C2=NOC(C(=O)N3CCCc4ccccc43)C2)cc1 (stereo unspecified) | -0.2 | 3.7 | 4.3 | 3.4 | 0.8 | -9.7 | 1.1 | 2.4 | -8.2 | 3.9
Cc1ccc(OCCN(C)C(=O)C2CCC(=O)N(CC3CCCCC3)C2)cc1 (stereo unspecified) | 1.8 | 6.5 | -4.9 | -2.6 | -0.2 | -9.2 | -1.9 | -0.3 | 2.3 | 3.8
O=C(Nc1ccccc1Cl)c1cccs1 | 1.7 | -4.0 | -2.6 | -4.4 | -1.0 | -3.9 | 1.5 | -4.3 | 3.0 | -7.8
CC(C)(Oc1ccc(Cl)cc1)C(=O)Nc1cccnc1 | -9.1 | 1.3 | 1.6 | 3.7 | 1.1 | -2.8 | -1.4 | -9.4 | 5.3 | -0.3
O=C1C=C(N2CCN(C(=O)c3ccccc3)CC2)C2(CCCCC2)O1 | 5.3 | 0.8 | 3.6 | -0.5 | 0.7 | 3.7 | 0.1 | -6.1 | 0.0 | 6.2
Cn1c(=O)c2c(nc(C(O)c3ccccc3)n2C)n(C)c1=O (stereo unspecified) | -2.3 | -6.0 | -2.8 | 0.8 | -1.6 | 1.2 | -1.0 | -6.1 | 4.2 | 8.2
N#Cc1ccc(-c2ccccc2)nc1SCC(=O)c1cc2ccccc2oc1=O | -1.6 | 8.6 | 1.0 | -18.5 | 1.2 | 19.6 | -4.2 | -2.4 | -45.4 | 0.7
C[C@@H]1C=CCCO[C@]12C(=O)N(Cc1ccc(Br)cc1)c1ccccc12 | -7.5 | 2.2 | -5.4 | -9.0 | -0.7 | 1.0 | -5.8 | -8.7 | . | -0.7
O=[N+]([O-])c1cc(C(F)(F)F)ccc1Sc1ccc2ccccc2n1 | 3.3 | 4.9 | 3.5 | -5.5 | 0.0 | -0.9 | 0.4 | 11.1 | 1.8 | -9.9
O=C(COC(=O)c1ccccc1NC(=O)c1ccco1)NC1CCCCC1 | -3.9 | 2.1 | -2.9 | -0.6 | 1.1 | -3.8 | 1.9 | 1.8 | -9.1 | 8.3
COc1cccc(NC(=O)COc2ccc(C(=O)N3CCN(C)CC3)cc2)c1 | 0.5 | -2.2 | -1.7 | 2.8 | 0.7 | 7.5 | -1.4 | 10.4 | -1.7 | -0.8
CNC(=O)c1ccc(NC(=O)c2cccc(C(F)(F)F)c2)cc1 | 1.1 | 1.5 | -2.2 | -10.9 | -4.1 | -1.3 | -2.2 | 1.8 | 0.4 | -7.4
CC(=O)Nc1ccc(OCc2cccc3ccccc23)cc1 | -4.7 | 4.2 | -10.2 | -3.5 | -2.3 | 0.2 | -8.1 | 11.5 | -8.6 | -15.8
O=C(CSCc1ccc(Cl)cc1)Nc1ccc(S(=O)(=O)N2CCOCC2)cc1 | 6.6 | -1.1 | -1.3 | -5.4 | -1.0 | 6.1 | -2.3 | -5.1 | -3.5 | 5.8
CCCn1cc(SCC(=O)Nc2cc(C)on2)c2ccccc21 | 5.8 | 1.6 | -1.3 | 1.5 | -2.5 | -4.9 | -2.6 | 12.9 | -4.4 | -3.3
COc1ccc(NC(=S)Nc2cc(C)ccn2)c(OC)c1 | -3.9 | 6.1 | 6.5 | 9.3 | -0.4 | -0.6 | 7.1 | 4.0 | -1.2 | 8.1
CN(C(=O)Cn1cc(C(F)(F)F)ccc1=O)c1c(N)n(Cc2ccccc2)c(=O)[nH]c1=O | 3.2 | -3.8 | 3.9 | 9.3 | 1.4 | 0.7 | -2.4 | -4.5 | 0.1 | 1.4
CCN1CCN(c2cc(C)c3cc(NC(=S)N(C)Cc4ccccc4)ccc3n2)CC1 | -0.8 | 0.8 | -3.9 | 5.1 | -0.4 | -6.8 | 0.0 | 2.8 | 14.5 | 8.9
COC(=O)c1ccc(CNC(=O)C2CCC(=O)N(CCN3CCOCC3)C2)cc1 (stereo unspecified) | 3.3 | 5.5 | 0.7 | 6.2 | 0.2 | -4.5 | 1.4 | 3.2 | 1.7 | 1.6
CCS(=O)(=O)c1nc(S(=O)(=O)c2ccc(C)cc2)c(NCCCN(C)C)s1 | 1.1 | -6.0 | 3.1 | 0.2 | -1.0 | -1.7 | -1.3 | -1.5 | 1.9 | 0.4
CCc1ccc(NC(=O)C2CCCN(S(=O)(=O)c3cccs3)C2)cc1 (stereo unspecified) | 1.5 | -1.1 | 2.6 | -8.8 | -0.8 | 0.1 | -0.8 | -0.1 | -1.4 | -5.4
O=C(Cn1cc(COc2ccc3ccc(=O)oc3c2)nn1)c1ccc(O)cc1 | -2.4 | 15.1 | 2.5 | 6.8 | -1.3 | 12.2 | -3.3 | 15.2 | -1.0 | 3.9
CCCCNC(=O)c1ccc2c(c1)ncn2C1CCCC1 | 7.0 | 4.8 | -2.2 | 0.5 | 2.2 | -2.0 | 2.4 | -1.4 | -0.6 | -12.9
Cc1ccc2c(c1)C(c1ccc(F)cc1)N(C(=O)C1CC1)CC(=O)N2 (stereo unspecified) | -7.7 | 3.9 | -3.9 | -1.6 | 1.8 | 0.0 | -2.8 | -22.0 | 6.1 | -4.8
COc1cc2c(NCCCCCCO[N+](=O)[O-])ncnc2c(OC)c1OC | -0.7 | 3.2 | 9.5 | 2.2 | -1.5 | 0.6 | -3.8 | -4.9 | . | 9.4
C=CCSc1nnc2c(n1)OC(c1cccnc1)Nc1ccccc1-2 (stereo unspecified) | -5.3 | 2.9 | -1.3 | -0.7 | 0.3 | 3.6 | 1.5 | 9.8 | 4.7 | 3.8
OCC1(CCc2ccccc2)CCN(Cc2ccc3nsnc3c2)CC1 | -2.2 | 2.4 | -2.7 | -1.1 | -1.1 | -7.1 | -1.2 | 6.2 | -5.4 | 1.3
CC(=O)Nc1ccc(S(=O)(=O)Nc2ccc(Cc3ccncc3)cc2)cc1 | 7.7 | -0.6 | 2.9 | -2.2 | 1.3 | 0.1 | -4.5 | -6.1 | -6.5 | 10.0
COc1cc2c(-c3ccc4cc[nH]c4c3)c(-c3ccc(C#N)cc3)oc(=O)c2cc1OC | -12.7 | 3.0 | -8.2 | -23.4 | -0.8 | 24.1 | -0.1 | 9.1 | -49.1 | 8.8
CCOC(=O)N1CCN(C(=O)Cc2ccsc2)CC1 | 3.3 | 2.7 | 4.9 | -16.2 | -1.2 | -2.9 | -3.5 | 11.1 | 2.9 | 4.3
O=C(Nc1cc(Cl)ccc1-n1cncn1)c1cc(F)c(F)c(F)c1F | 4.2 | 2.2 | 2.2 | -1.8 | 0.7 | -3.5 | 1.2 | -6.5 | -8.9 | -2.2
Cc1cc(C(=O)O)cc(S(=O)(=O)Nc2c(C)nn(C)c2C)c1C | 2.6 | 1.2 | -0.5 | -2.6 | 1.4 | 2.7 | 9.4* | 18.9 | 1.0 | 0.3

Hits appear at their usual frequency. Share with any hit: about 4.4%.
